Source: PubChem BioAssay
RGS12 GoLoco inh – blocks human Gai1 binding to RGS12 GoLoco peptide, red readout; P63096; Gai1:RGS12 GoLoco peptide FP, rhodamine, 10 min; Potency, µM (titrated, usually from 61.6 µM), for the others: at the highest dose activity, negative = inhibition, hits mostly inhibitors; actives 0.44% (n = 230,000); active = well fitted inhibition curve with a large enough effect, not every such curve was filed as active; inactive = no such curve, though single readings can be large or run the other way; note: nearly all actives have a fitted effect of over 30% in size; many of its hits are not listed in these tables
Target sequence (P63096 whole entry, looked up): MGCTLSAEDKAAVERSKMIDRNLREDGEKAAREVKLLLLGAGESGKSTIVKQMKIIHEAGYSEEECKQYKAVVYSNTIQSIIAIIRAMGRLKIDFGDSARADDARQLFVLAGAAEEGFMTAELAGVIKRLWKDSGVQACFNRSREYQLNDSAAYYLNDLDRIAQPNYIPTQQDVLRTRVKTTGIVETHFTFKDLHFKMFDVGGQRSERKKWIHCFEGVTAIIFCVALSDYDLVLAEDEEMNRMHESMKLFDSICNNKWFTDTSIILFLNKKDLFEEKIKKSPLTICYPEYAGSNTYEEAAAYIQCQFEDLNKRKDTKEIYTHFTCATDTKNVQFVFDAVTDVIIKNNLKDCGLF
TRb-SRC2 inh – inhibitors of human thyroid hormone receptor beta-SRC2 interaction. P10828. TRbeta-SRC2 peptide binding, fluorescence polarization; receptor liganded with 1 µM T3. Potency, µM (series often up to 106 µM), without a hit: at the highest dose activity change, negative = inhibition, most hits filed as inhibitors. actives 0.065% (n = 280,000). AID 1469;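 note: plate controls were bound peptide for no effect and peptide without receptor for full effect; nearly all actives have a fitted effect of over 50% in size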
Target sequence (P10828 whole entry, looked up): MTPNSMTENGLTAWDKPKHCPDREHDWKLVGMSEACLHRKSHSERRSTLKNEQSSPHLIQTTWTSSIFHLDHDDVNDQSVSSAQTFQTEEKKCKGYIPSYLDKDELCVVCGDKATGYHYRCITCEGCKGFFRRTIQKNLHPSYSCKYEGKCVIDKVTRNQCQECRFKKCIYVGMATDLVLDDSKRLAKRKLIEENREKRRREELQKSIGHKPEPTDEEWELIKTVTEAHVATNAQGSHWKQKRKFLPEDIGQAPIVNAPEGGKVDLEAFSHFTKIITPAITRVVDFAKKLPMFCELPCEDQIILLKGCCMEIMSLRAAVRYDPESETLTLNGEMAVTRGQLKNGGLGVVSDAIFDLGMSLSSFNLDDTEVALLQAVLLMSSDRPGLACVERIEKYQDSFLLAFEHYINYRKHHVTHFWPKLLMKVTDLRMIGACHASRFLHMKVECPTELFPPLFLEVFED
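Each compound concentration gave % activity, normalized to unbound and bound Texas Red SRC2 controls, from polarization read after 5 hr ambient incubation with T3-loaded human TRb LBD.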
GAA spleen mod – inhibitors or activators of human alpha-glucosidase in spleen homogenate; P10253; Potency, µM (doses to about 79.9 µM), for the others: at the highest dose activity change, negative = inhibition, actives largely listed as inhibitors; actives 0.006% (n = 240,000); AID 2112; human spleen homogenate, 4-MU-alpha-glucoside fluorescence;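 note: 0% = enzyme with vehicle and -100% = no enzyme basal signal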
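AC50 values come from Hill-equation fits of concentration-response data, normalized to no-enzyme and full-activity controls. Enzyme source: 1 ug human spleen homogenate; 1 mM fluorogenic 4-MU glucoside, pH 5.0 citrate buffer, 37 C, 40 min.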
GAA glycogen – GAA glycogen-cleavage inhibition or activation | P10253 | actives 0.38% (n = 300,000) | recombinant GAA, glycogen substrate, Amplex Red glucose oxidase fluorescence | Potency, µM (doses to about 76.4 µM), without a hit: at the highest dose activity change, negative = inhibition, most hits filed as inhibitors;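 note: 0% = full enzyme reaction and -100% = no-enzyme basal signal; the screen sought inhibitors and activators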
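Recombinant enzyme (4 nM final) with compounds titrated up to 77 uM and bovine liver glycogen (30 ug) in citrate pH 5.0, 0.01% Tween-20, 37 C 40 min. Released glucose detected by Amplex Red/glucose oxidase (Ex 573/Em 610); AC50 from Hill fits.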
TR SRC2 fluor cs – alters Texas Red total fluorescence, flagging assay interference; TRb/SRC2 Texas Red total fluorescence interference; Potency, µM (top dose mostly 106 µM), without a hit: top-dose fluorescence change, negative = quenching; actives 0.29% (n = 280,000); AID 1479; active = well fitted curve in either direction with a large enough effect; inconclusive = small, poorly fitted or top-dose-only effect
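Human TRβ ligand-binding domain (0.6 uM) and Texas Red SRC2 peptide (20 nM) in Tris buffer with 1 uM T3 and 5% DMSO were incubated with pinned compound for 5 hr at ambient temperature. Total fluorescence was computed as S + 2P (555/632 nm).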
L3MBTL1 inh – inhibitors of human L3MBTL1 | AlphaScreen L3MBTL1–H3K9me1 peptide binding | Potency, µM (series often up to 57.1 µM), without a hit: top-dose activity, negative = inhibition, usual class: inhibitors | actives 0.66% (n = 230,000) | AID 485360; note: nearly all actives have a fitted effect of over 60% in size
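First, the protein-peptide complex forms for 30 min at room temperature (L3MBTL1 50 nM, biotinylated H3K9me1 peptide 75 nM). Next, compounds are pin-transferred and incubated 30 min. Finally, AlphaScreen beads are added and read after 30 min.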
RECQ1 inh – inhibitors of human RECQ1 DNA helicase; P46063; RECQ1 DNA unwinding, red fluorescence kinetic read; Potency, µM (highest dose often 57.3 µM), for inactives: at the highest dose activity, negative = inhibition, hits mostly inhibitors; actives 0.54% (n = 240,000);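 note: plate controls were vehicle for no effect and no enzyme for full effect; nearly all actives have a fitted effect of over 30% in size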
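RECQ1T1 50 nM; forked duplex (20 bp + 30-nt ss tails) 200 nM, ATP 2 mM final; pH 8.0, 2 mM MgCl2, 2.5 ug/ml poly(dI-dC); 15 min compound preincubation; discontinuous kinetic read over 2 h at RT.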
GAA inhib – blocks human lysosomal alpha-glucosidase; actives 0.005% (n = 200,000); purified human GAA, 4-MU-alpha-glucoside fluorescence; Potency, µM (top dose mostly 76.9 µM), without a hit: at the highest dose activity change, negative = inhibition, most hits filed as inhibitors; P10253; AID 1466;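 note: plate controls were uninhibited enzyme wells for no effect and no-enzyme background for full effect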
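qHTS format, compound range up to 77 uM. Human lysosomal enzyme at 4 nM, 400 uM 4-MU glucoside substrate, pH 5.0, 20 min room temperature; fluorescence after alkaline stop gives activity normalized to controls.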
An asterisk follows results filed as active; i = inactive; ? = inconclusive; . = no result given; [ ] = another dose, or the depositor's remark. Unless noted, calls come from the whole dose curve; as a rule, active = well fitted curve in the direction sought with a large enough effect; inconclusive = small, poorly fitted or top-dose-only effect, or another doubt; inactive = no such curve, though single readings can be large; an effect the other way counts as inactive or inconclusive. Unless noted, % is set by controls: 0 for no effect and ±100 for the full control effect; potency is the fitted concentration of half-maximal effect. Not all compounds are listed, so the mix of outcomes need not match the whole.

SMILES	RGS12 GoLoco inh	TRb-SRC2 inh	GAA spleen mod	GAA glycogen	TR SRC2 fluor cs	L3MBTL1 inh	RECQ1 inh	GAA inhib
CCOC(=O)N1CCN(C(=O)C2CCN(S(=O)(=O)CC)CC2)CC1	.	-3%	4%	6%	-2%	-6%	i	9%
COc1ccc2nc(C)c(C(=O)OCCN(C)C)cc2c1	.	-16%	3%	13%	1%	-2%	-8%	3%
CC(CCc1ccccc1)NC(=O)Cc1cccs1 (centres undefined)	50%[activator]	10%[53 µM]	6%	9%	-1%[53 µM]	4%	2%	?
COc1cccc(NC(=O)COC(=O)Cc2ccc(Br)cc2)c1	0%	-4%	-2%	-3%	0%	.	-3%	-3%
COc1cc(C(=O)N2CCN(C(=O)c3ccccc3)CC2)cc(OC)c1OC	-1%	-2%	0%	8%	-1%	4%	-17%	1%
COc1ccc(CC(=O)Nc2ccc(S(=O)(=O)Nc3cc(C)on3)cc2)cc1OC	.	-4%	8%	-3%	0%	-1%	3%	0%
O=C(CN1CCN(CC(=O)Nc2ccccc2C(F)(F)F)CC1)Nc1ccccc1F	4%	-14%	7%	2%	-2%	-6%	0%	2%
CC(C)n1cnc2cc(NCc3ccccn3)ccc21	-11%	-7%	3%	?	-4%	.	i	-6%
COCCN(C(=S)Nc1cc(C)cc(C)c1)C(C)c1cccs1 (centres undefined)	9%	2%	5%	0%	-4%	.	-3%	-4%
CC1(C)CC(CC(=O)Nc2ccccc2[N+](=O)[O-])C(=O)O1 (centres undefined)	11%	4%	-19%	5%	-5%	3%	10%	3%
CCn1c(COc2ccc(C)cc2)nnc1SCC(=O)Nc1ccc2c(c1)OCCO2	-2%	2%	14%	6%	5%	-1%	2%	-1%
COc1cccc(/C=N/n2cnc3c(cnn3-c3ccccc3)c2=O)c1	5%	1%	-1%	3%	0%	9%	-2%	.
Cc1ccccc1-c1noc(-c2cccs2)n1	2%	9%	-3%	4%	-1%	9%	-6%	4%
CC(=O)NC(NC(=S)Nc1c(C)n(C)n(-c2ccccc2)c1=O)C(Cl)(Cl)Cl (centres undefined)	4%	-10%	-2%	3%	-1%	3%	i	5%
COc1cc(C2C(S(=O)(=O)c3ccccc3)CON2C)ccc1OCc1ccc(F)cc1 (centres undefined)	-2%	-2%	-10%	-17%	-2%	3%	i	-4%
CS(=O)(=O)c1ccc2nc(NC(=O)c3ccc(NS(=O)(=O)c4cccc([N+](=O)[O-])c4)cc3)sc2c1	2%	6%	3%	7%	-4%	.	i	.
Cc1ccccc1NCc1ccc(O)c2ncccc12	-2%	0%	7%	1%	0%	?	-6%	-2%
O=C(NCc1csc(-c2cccs2)n1)C1CC1	9%	-2%	2%	0%	-6%	11%	-8%	0%
O=C(Nc1ccc(F)cc1)OCCOc1ccc([N+](=O)[O-])cc1	3%	-2%	-2%	12%	-1%	-28%	5%	?
Cc1c(C#N)c(N=CN(C)C)c(C(=O)c2ccc(Br)cc2)n1-c1ccccc1	2%	-2%	-1%	4%	0%	.	?	-2%
Cc1ccccc1NS(=O)(=O)c1ccc2c(c1)n(C)c(=O)n2C	-2%	-6%	2%	4%	0%	-1%	-2%	?
Cc1ccc(N(CC(=O)N/N=C/c2ccc(OCC(N)=O)cc2)S(C)(=O)=O)cc1Cl	8%	4%	2%	-11%	1%	5%	9%	7%
CS/C(=C\[N+](=O)[O-])Nc1ccc(Cl)cc1	-3%	0%	-3%	11%	0%	.	i	1%
C=CCN=C1CC(C)(C)C(C(=O)OC)C(O)=C1C(=O)CCC (centres undefined)	14%	0%	2%	-10%	-4%	0%	i	13%
CCn1c(CNC(=O)c2ccc(OC)c(OC)c2)nnc1SCC(=O)Nc1ccc(OC)cc1	11%	5%	-3%	7%	0%	2%	1%	0%
CCOC(=O)C(C)Sc1ncc(-c2ccc(Cl)cc2)cn1 (centres undefined)	-9%	-2%	-10%	0%	2%	27%	-10%	-6%
CN(C)CCCCOc1ccc(F)cc1	-7%	-1%	-1%	-1%	-2%	.	-4%	-2%
COc1ccc(-c2csc3nc(C)nc(N4CCCCC4)c23)cc1OC	6%	7%	-8%	-6%	-2%	.	-4%	-6%
Cc1ccc2nc(Nc3nc(C)cc(-c4ccccc4)n3)[nH]c(=O)c2c1	20%	-4%	3%	13%	-1%	10%	0%	-5%
C/C(=N\NS(=O)(=O)c1ccccc1)c1cc(Cl)cc(Cl)c1O	7%	3%	1%	-13%	-3%	0%	1%	?
COc1cccc(NC(=O)C2C3CCC4C(CCC32)C4(Cl)Cl)c1 (centres undefined)	10%	1%	10%	4%	-4%	9%	-1%	-10%
COc1ccc(N2CCN(C(=O)CSc3nnc(COc4cccc5cccnc45)o3)CC2)cc1	1%	-5%	-7%	0%	-1%	-2%	-1%	-3%
Cc1cc(=O)[nH]c2nnnn12	7%	-6%	-1%	7%	-1%	2%	8%	?
O=C(Nc1ccccc1)c1ccc(Nc2c([N+](=O)[O-])cc([N+](=O)[O-])c3ccccc23)cc1	11%	-1%	11%	-4%	-3%	-2%	i	-4%
CN(CC(=O)NC1CC(C)(C)NC(C)(C)C1)S(=O)(=O)c1cc(Cl)ccc1Cl	20%	6%	0%	-1%	-3%	2%	i	10%
CC(C)(C)c1cc(=O)n2[nH]c(N)nc2n1	12%	5%	1%	18%	-2%	-9%	i	?
CCCCSc1nc(C)nc2c1c(=O)n(C)c(=O)n2C	11%	-14%	-5%	-1%	-1%	5%	i	0%
C/C(=C\C(=O)c1ccc(Br)cc1)NCc1ccc2c(c1)OCO2	2%	0%	7%	-16%	-4%	17%	-19%	-3%
O=C(COc1ccc(S(=O)(=O)N2CCOCC2)cc1)NC1CCCC1	2%	-16%	-3%	-17%	3%	9%	-10%	1%
O=C(CSC1=NC2(CCCCCC2)N=C1c1ccccc1)Nc1ccc2c(c1)OCCO2	3%	2%	-1%	-4%	-2%	-5%	-11%	-8%
Cc1cc(C)n(Cc2ccccc2)c(=O)c1S(=O)(=O)c1ccccc1	4%	-4%	1%	8%	-2%	6%	i	11%
COc1ccc(NS(=O)(=O)c2ccc3oc(SCc4ccc(F)cc4)nc3c2)cc1	8%	5%	-3%	2%	4%	5%	-16%	-3%
CCOc1ccc(Cl)cc1CN1CCOCC1	1%	-3%	-3%	6%	-1%	.	-5%	-1%
O=C(c1ccc(NC(=S)NCc2ccc(Cl)cc2)cc1)N1CCCCC1	8%	-5%	-7%	-2%	-11%	44%[activator]	i	-10%
O=C(Nc1nc2ccccc2n1Cc1ccccc1)c1ccco1	-8%	-6%	-8%	-6%	1%	.	i	1%
O=C(NCCCN1CCOCC1)c1ccc(N2CCCC2)c([N+](=O)[O-])c1	-3%	-7%	-10%	-11%	-1%	-6%	i	?

Of the compounds above, 9 have a Cl atom:
SMILES	RGS12 GoLoco inh	TRb-SRC2 inh	GAA spleen mod	GAA glycogen	TR SRC2 fluor cs	L3MBTL1 inh	RECQ1 inh	GAA inhib
CC(=O)NC(NC(=S)Nc1c(C)n(C)n(-c2ccccc2)c1=O)C(Cl)(Cl)Cl (centres undefined)	4%	-10%	-2%	3%	-1%	3%	i	5%
Cc1ccc(N(CC(=O)N/N=C/c2ccc(OCC(N)=O)cc2)S(C)(=O)=O)cc1Cl	8%	4%	2%	-11%	1%	5%	9%	7%
CS/C(=C\[N+](=O)[O-])Nc1ccc(Cl)cc1	-3%	0%	-3%	11%	0%	.	i	1%
CCOC(=O)C(C)Sc1ncc(-c2ccc(Cl)cc2)cn1 (centres undefined)	-9%	-2%	-10%	0%	2%	27%	-10%	-6%
C/C(=N\NS(=O)(=O)c1ccccc1)c1cc(Cl)cc(Cl)c1O	7%	3%	1%	-13%	-3%	0%	1%	?
COc1cccc(NC(=O)C2C3CCC4C(CCC32)C4(Cl)Cl)c1 (centres undefined)	10%	1%	10%	4%	-4%	9%	-1%	-10%
CN(CC(=O)NC1CC(C)(C)NC(C)(C)C1)S(=O)(=O)c1cc(Cl)ccc1Cl	20%	6%	0%	-1%	-3%	2%	i	10%
CCOc1ccc(Cl)cc1CN1CCOCC1	1%	-3%	-3%	6%	-1%	.	-5%	-1%
O=C(c1ccc(NC(=S)NCc2ccc(Cl)cc2)cc1)N1CCCCC1	8%	-5%	-7%	-2%	-11%	44%[activator]	i	-10%
